Bioassay records from PubChem.
Vif-APOBEC3F blk: qHTS for Inhibitors of Vif-A3F Interactions: qHTS; hit rate 0.2% among 390,000; Potency, µM (series often up to 46.1 µM), for inactives: at the top dose activity, negative = active; HeLa A3F-eYFP + Vif (tagged APOBEC3F with the HIV-1 protein that degrades it), YFP fluorescence increase; also: potency is read from the fitted curve at half-maximal effect; % of control where 0% means no effect; nearly all actives have a fitted effect of over 65% in size
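HeLa cells stably expressing Vif plus C-terminally eYFP-tagged A3F were seeded, incubated overnight at 37 deg C, dosed with compound, incubated overnight again at 37 deg C. Yellow fluorescence (Ex 488/Em 500-530) reported blocked Vif-mediated A3F-eYFP degradation.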
D2 PAM: HTS Assay for Positive Allosteric Modulators of the Human D2 Dopamine Receptor: Primary Screen for Potentiators | D(2) dopamine receptor (Homo sapiens), P14416 | HEK293 T-REx D2, calcium flux, EC20 dopamine potentiation | potentiation, % at 10 µM | hit rate 0.34% among 340,000;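 active = potentiation over 3 SD above the plate norm, cut at about 30% in these data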; also: 0% is about no effect
Target sequence (P14416 whole entry, looked up): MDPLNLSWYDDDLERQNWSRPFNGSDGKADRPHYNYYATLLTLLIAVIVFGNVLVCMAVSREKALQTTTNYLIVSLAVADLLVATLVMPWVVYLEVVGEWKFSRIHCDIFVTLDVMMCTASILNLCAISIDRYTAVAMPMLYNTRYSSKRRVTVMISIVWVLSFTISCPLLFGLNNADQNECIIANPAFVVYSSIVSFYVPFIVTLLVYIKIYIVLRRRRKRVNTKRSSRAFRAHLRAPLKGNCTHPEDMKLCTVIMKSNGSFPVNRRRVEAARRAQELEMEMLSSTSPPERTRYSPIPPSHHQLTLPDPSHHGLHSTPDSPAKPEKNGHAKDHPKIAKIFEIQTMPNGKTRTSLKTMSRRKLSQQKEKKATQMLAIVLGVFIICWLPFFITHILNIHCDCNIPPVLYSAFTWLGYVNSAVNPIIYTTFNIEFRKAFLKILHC
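Tetracycline-induced Hek293 Trex D2 cells, force-coupled to calcium, loaded with no-wash calcium dye. Compound added with 180 s kinetic read for agonism, then EC20 dopamine and a further 180 s read for potentiation.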
D1 PAM: Potentiators of Human D1 Dopamine Receptor: qHTS; D(1A) dopamine receptor (Homo sapiens), P21728; HEK293 TREx D1 cells, calcium flux, dopamine EC20 potentiation; potentiation, % at 10 µM; hit rate 0.036% among 360,000; AID 504651, 2011; in the data active = potentiation above about 30%; also: 0% is about no effect
Target sequence (P21728 whole entry, looked up): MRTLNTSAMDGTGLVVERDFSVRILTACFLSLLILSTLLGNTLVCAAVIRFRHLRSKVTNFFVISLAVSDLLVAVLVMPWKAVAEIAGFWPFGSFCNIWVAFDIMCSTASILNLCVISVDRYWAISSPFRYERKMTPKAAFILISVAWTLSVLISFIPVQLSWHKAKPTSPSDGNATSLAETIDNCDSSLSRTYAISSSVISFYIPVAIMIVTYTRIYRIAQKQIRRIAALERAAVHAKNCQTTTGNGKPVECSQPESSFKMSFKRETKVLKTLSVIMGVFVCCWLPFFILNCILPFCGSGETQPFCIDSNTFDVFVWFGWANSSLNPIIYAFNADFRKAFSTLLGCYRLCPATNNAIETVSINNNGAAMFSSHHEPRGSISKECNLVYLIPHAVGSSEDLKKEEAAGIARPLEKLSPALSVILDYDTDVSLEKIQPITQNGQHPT
LDHA block: qHTS assay for inhibitors of human lactate dehydrogenase; hit rate 0.15% among 480,000; L-lactate dehydrogenase A chain (Homo sapiens), P00338; activity change, % (values are at about 110 or 230 µM); purified LDHA, NADH/diaphorase-resazurin fluorescence; hits give low values; in the data active = activity change below about -30%; inconclusive = mostly about -25% to -30%;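 also: plate controls were DMSO wells for no effect and wells without enzyme for full effect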
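Resorufin fluorescence (ex540/em590), read at 0 and 20 min after diaphorase/resazurin addition, reports the NADH left after a 5 min room-temperature reaction of 2 nM human LDH5 with 0.06 mM NADH and 0.2 mM pyruvate.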
Vif-APOBEC3G blk: qHTS for Inhibitors of Vif-A3G Interactions: qHTS | Potency, µM (doses to about 46.1 µM), for the others: top-dose activity, negative = active, actives largely listed as inhibitors | hit rate 0.076% among 410,000 | DNA dC->dU-editing enzyme APOBEC-3G (Homo sapiens), Q9HC16 | HeLa A3G-eYFP + Vif (tagged APOBEC3G with the HIV-1 protein that degrades it), YFP fluorescence, overnight;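 also: potency is read from the fitted curve at half-maximal effect; % is scaled to controls: 0 for no effect and ±100 for the full control effect; nearly all actives have a fitted effect of over 60% in size; hits raise eYFP signal because A3G escapes Vif-driven loss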
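HeLa cells stably expressing Vif and C-terminally eYFP-tagged A3G, seeded overnight at 37 deg C, then exposed to compound by pintool overnight at 37 deg C. Rise in yellow fluorescence (Ex 488/Em 500-530, Acumen) marks blocked Vif-driven A3G degradation.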
D1 agonist: Allosteric Agonists of the Human D1 Dopamine Receptor: qHTS | HEK293 T-REx D1 cells, calcium flux, agonist mode | activation, % at 2 µM | hit rate 1% among 360,000; in the data active = activation above about 30%; also: 0% is about no effect
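Agonism was scored from calcium flux recorded over 180 s (1 read/s) after pintool compound addition, following a 10-cycle baseline. Cells were inducible force-coupled HEK293 TREx D1, plated overnight at 30 C and loaded with no-wash calcium dye.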
D1 antagonist: Antagonist of Human D 1 Dopamine Receptor: qHTS. D(1A) dopamine receptor (Homo sapiens), P21728. HEK293 TREx D1 cells, calcium flux, dopamine EC80; hits give low values. activity change, negative = inhibition, % at 10 µM. hit rate 3.2% among 360,000. AID 504652, 2011; in the data active = activity change below about -30%; also: % is scaled to controls: 0 for no effect and ±100 for the full control effect
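HEK293 T-REx cells expressing inducible, force-coupled D1 receptor; no-wash Ca dye, 30–90 min RT. Cmpd → 180 s read at 1 Hz → EC80 DA → 180 s read.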
GRP78 ERSR act: qHTS for Inducers of the Endoplasmic Reticulum Stress Response (ERSR) in Human Glioma: qHTS; hit rate 0.02% among 420,000; Potency, µM, inactives show at the top dose activation, actives largely listed as activators; AID 602332, 2012; U87-MG GRP78 promoter luciferase reporter, 16 h; also: potency is read from the fitted curve at half-maximal effect; series mostly up to about 76 µM; % of control where 0% means no effect; nearly all actives have a fitted effect of over 35% in size
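Stably transfected U87-MG glioma cells carrying a GRP78-based luciferase sensor; 16 h compound incubation. Luminescence end-point read 10 min after Bright-Glo addition at room temperature.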
RXFP1 ag: qHTS Assay for Agonists of the Relaxin Receptor RXFP1. Relaxin receptor 1 (Homo sapiens), Q9HBX9. HEK293T-RXFP1 cAMP TR-FRET, 30 min; response scale: percent of porcine relaxin response, buffer zero. Potency, µM (top dose mostly 57.5 µM), for inactives: top-dose activation, actives largely listed as activators. hit rate 0.3% among 370,000. AID 2676, 2010; also: potency is read from the fitted curve at half-maximal effect; % is scaled to controls: 0 for no effect and ±100 for the full control effect; nearly all actives have a fitted effect of over 60% in size; many of its hits are not listed in these tables
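Agonist response is measured as cAMP accumulation in an RXFP1-transfected HEK293T line under PDE4 inhibition. Values are scaled between buffer-only and 29 nM porcine relaxin, and EC50s come from standard Hill equation fits.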
* hit, by the source's call; ? = inconclusive; / = no result given. Unless noted, calls follow the shape of the dose curve; as a rule, active = well fitted curve in the direction sought with a large enough effect; inconclusive = small, poorly fitted or top-dose-only effect, or another doubt; inactive = no such curve, though single readings can be large; an effect the other way counts as inactive or inconclusive. Not all compounds are listed (hit frequency here may not be typical).

SMILES	Vif-APOBEC3F blk	D2 PAM	D1 PAM	LDHA block	Vif-APOBEC3G blk	D1 agonist	D1 antagonist	GRP78 ERSR act	RXFP1 ag
Cc1cc(N2CCN(C)CC2)nc(-c2ccccc2O)n1	-4%	-2	4	-16	2%	1	-9	10%	0.1%
COCC(=O)N1C[C@H]2CON(C)[C@H]2C[C@H]1c1cccc(-c2ccccc2OC)c1	-1%	/	/	-31*	-4%	/	/	-1%	/
O=C(CCn1cccc(C(F)(F)F)c1=O)Nc1cccc(C(F)(F)F)c1	7%	-17	-4	-5	-9%	3	-17	2%	0.9%
COc1ccc(NC(=O)C2C(=O)N(C)C3(C)CC2c2ccccc2O3)cc1 (stereo not given)	5%	-3	0	-9	0%	0	-32*	0%	1.1%
O=C(O)C1=C(C(=O)N2CCN(C(=O)c3ccco3)CC2)CCCC1	-10%	3	-3	4	4%	6	-2	-4%	0.8%
CCNc1nc(SCCOc2ccccc2)nc(N(C)C)n1	-1%	-4	0	8	-1%	5	-4	6%	1.4%
N=C1c2ccccc2CN1NC(=O)CC12CC3CC(CC(C3)C1)C2	8%	0	3	0	-1%	4	16	-6%	-1.0%
O=[N+]([O-])c1cc(C(F)(F)F)c(Cl)cc1N1CCN(CCO)CC1	-5%	-7	0	-6	-4%	13	-25	2%	-2.4%
COc1ccc(Cl)cc1N/C(N)=N/c1nc(C)cc(C)n1	-1%	-6	-6	-4	11%	12	-70*	-2%	0.9%
O=C(NCc1ccc(F)cc1Cl)c1cc(=O)[nH]c2ccc(S(=O)(=O)N3CCCCC3)cc12	-2%	1	0	-11	3%	0	-10	-4%	-2.3%
CC(O)(CS(=O)(=O)Cc1ccccc1)c1ccc(Cl)cc1 (stereo not given)	-1%	18	1	-1	-1%	12	-1	-2%	7.1%
O=C(Nc1ccc(C(=O)OCc2cc(=O)n3nc(C4CC4)sc3n2)cc1)c1ccccc1	0%	4	0	4	-5%	0	-4	-1%	?
O=C(c1c[nH]c2ccccc12)C(O)C(c1ccccc1)N1CCOCC1 (stereo not given)	9%	14	-2	2	-4%	0	-20	-5%	1.8%
CCC(CC)C(=O)Nc1cc([N+](=O)[O-])ccc1Cl	-17%	4	-7	5	0%	1	7	-2%	-0.4%
Cc1cc(CN(C)C(=O)c2ccc(OC3CCN(Cc4ccccn4)CC3)cc2)on1	0%	6	-1	2	4%	0	-5	-2%	-0.6%
Cc1cc(OCC(=O)OCC(=O)NC2CCS(=O)(=O)C2)ccc1Cl (stereo not given)	2%	/	/	0	-1%	/	/	0%	/
CCNC(=S)NC(=NCc1cccnc1)Nc1nc(C)cc(C)n1	-15%	13	3	1	-5%	4	-15	-1%	-1.2%
Cc1cc(C)c2c(CC(=O)Nc3nnc(CC(C)C)s3)coc2c1	-7%	5	-1	3	1%	3	-4	-4%	0.3%
CCOC1=C/C(=C/c2c(N)n3nc(S(=O)(=O)CC)sc3nc2=O)C=CC1=O	?	-12	2	-6	-6%	28	-13	7%	0.3%
O=C1CCCN1CC(CN1CCOCC1)Sc1nc2ccccc2c(=O)n1-c1ccccc1 (stereo not given)	-6%	1	-9	1	8%	1	-15	?	0.0%
COCCNC(=O)C(c1ccc(O)cc1)N(Cc1ccco1)C(=O)CCC(=O)Nc1ccccn1 (stereo not given)	-2%	-2	/	-1	-1%	3	-19	-3%	2.1%
CCOc1ccc(CN(C)CC(O)COC(c2ccc(OC)cc2)c2ccc(OC)cc2)cc1 (stereo not given)	0%	0	5	2	1%	27	11	-3%	-0.1%
CCOc1cc(/C=N/NC(=O)COc2ccc(Cl)cc2)ccc1OS(=O)(=O)c1ccccc1	-9%	4	-1	-5	0%	12	9	-2%	0.5%
COc1ccc(Nc2ccc(OC)cc2)cc1	-6%	1	4	6	-8%	2	-11	-2%	-4.4%
CCOC(=O)c1sc(NC(=O)CSc2nc3c(c(=O)n2-c2ccc(F)cc2)SCC3)c(C(=O)OCC)c1C	/	-2	-4	/	/	1	-18	/	1.1%

Following part.
SMILES	Vif-APOBEC3F blk	D2 PAM	D1 PAM	LDHA block	Vif-APOBEC3G blk	D1 agonist	D1 antagonist	GRP78 ERSR act	RXFP1 ag
Cc1nc(-n2nc(C)c(Cc3ccc4c(c3)OCO4)c2C)sc1C(=O)Nc1ccc(Cl)cc1	0%	-3	0	-12	0%	9	-13	-3%	12%
O=[N+]([O-])c1cccc(/C=N/Nc2ccccn2)c1	-12%	-7	-3	-12	-4%	0	2	3%	1.5%
CC(C#N)OC(=O)c1cccnc1SCC(=O)Nc1ccc2c(c1)OCO2 (stereo not given)	-1%	/	/	-8	2%	/	/	7%	/
CCC(C)(C)NC(=O)C(c1ccncc1)N(Cc1ccc(C)cc1)C(=O)c1csnn1 (stereo not given)	-5%	-6	0	0	0%	0	7	-7%	-0.5%
CN(C(=O)Nc1ccccc1)C1CCS(=O)(=O)C1 (stereo not given)	3%	27	-4	-4	-8%	12	-20	-2%	2.8%
Cc1ccc(N2C(=O)c3ccccc3C(C)(C)C2=O)cc1	4%	8	-8	0	1%	2	-26	-4%	7.2%
CCOC(=O)c1cc(-c2ccccc2)nn1CC1CC(c2ccc(Cl)cc2)=NO1 (stereo not given)	1%	/	/	0	6%	/	/	-6%	/
COc1ccc(C(=O)NC2CCCc3c2cnn3-c2cccc(C)c2C)c(OC)n1 (stereo not given)	2%	16	-4	-3	2%	5	-20	-4%	1.1%
c1ccc(CN2CCN(CCOCCOc3ccc4c(c3)CCC4)CC2)cc1	4%	-8	9	?	3%	1	-19	-3%	-0.2%
Fc1cccc(F)c1-n1c(CN2CCCC2)csc1=S	-5%	1	2	-17	-10%	-1	-5	-3%	-2.3%
Cc1ccc(NC(=O)N2CCN(C)c3ncccc32)cc1C	6%	-3	-1	-3	3%	1	6	-3%	-2.9%
CC(=O)Nc1ccc2c(c1)nc(CCN1CCN(C)CC1)n2C	0%	-7	-3	3	0%	4	3	3%	0.3%
CC1CCN(C(=O)c2ccccc2NC(=O)c2cccc(S(=O)(=O)N3CCOCC3)c2)CC1	3%	5	-3	-4	4%	1	14	-3%	-0.2%
COC(=O)c1ccc(Cn2cnc3c(cnn3-c3ccc(F)cc3)c2=O)o1	-2%	/	0	2	0%	3	-8	0%	1.4%
O=C(C1CCCN(S(=O)(=O)c2ccccc2)C1)N1CCCCCC1 (stereo not given)	-3%	0	-1	-3	4%	5	-10	-1%	-0.1%
Cc1cc(/C=C(\C#N)C(=O)NCCc2c[nH]c3ccccc23)c(C)n1C	?	-8	-4	-10	-6%	0	-14	-2%	-2.3%
CC1CCN(Cc2cc(=O)oc3cc(O)c(Cl)cc23)CC1	3%	9	-1	0	5%	5	3	-2%	13%
O=C(CC(C(=O)O)c1ccccc1)c1cccs1 (stereo not given)	-2%	3	-1	1	7%	4	-1	-4%	-0.1%
COc1cc(NC(=O)Cn2c(=O)oc3cc(S(=O)(=O)N4CCCCCC4)ccc32)cc(OC)c1	0%	2	-6	-9	3%	2	-20	-4%	-0.9%
CCOc1ccc(NC(=O)CSc2nc3nc(C)c(Cc4ccccc4)c(C)n3n2)cc1	4%	-3	2	-2	6%	0	12	-3%	4.0%
CCOC(=O)C1CCN(C(=O)c2sc3nc(C)nc(N4CCC(C)CC4)c3c2C)CC1	-2%	/	0	4	1%	3	2	-3%	5.1%
FC(F)Oc1ccc(NC(=S)Nc2ccc3cn[nH]c3c2)cc1	6%	-2	-4	3	-4%	7	-11	2%	2.3%
CC1CCN(CCCNC(=O)c2ccc(N3CCCC3=O)cc2)CC1	3%	-8	-4	-2	1%	3	-3	1%	1.6%
COc1ccc(C(=O)CC(=O)C(=O)Nc2c(C)cccc2C)cc1	-10%	-3	-11	4	7%	1	-9	1%	0.0%
Cc1ccc(C)c(NC(=O)CSc2nnc(-c3ccncc3)o2)c1	-16%	-7	-4	-13	3%	1	-6	-4%	-3.8%

Remaining list, next part:
SMILES	Vif-APOBEC3F blk	D2 PAM	D1 PAM	LDHA block	Vif-APOBEC3G blk	D1 agonist	D1 antagonist	GRP78 ERSR act	RXFP1 ag
O=C1C=CC(=O)N1Cc1ccccc1	11%	2	-3	-2	-13%	2	12	-12%	0.0%
CC(C)(C)C(=O)Nc1ccc(NC(=O)c2ccco2)nc1	-4%	0	0	-4	0%	-2	2	-19%	0.5%
N#Cc1ccc(OCC(=O)NC2CCCCCC2)cc1	-8%	/	/	-4	-5%	/	/	1%	/
CC[C@]12c3[nH]c4cc(-c5ccco5)ccc4c3CCN1C(=O)[C@@H](CC(=O)NCCC1=CCCCC1)C[C@@H]2C(=O)N1CCN(C(=O)c2ccco2)CC1	0%	/	/	1	-8%	/	/	-2%	/
NS(=O)(=O)c1ccc(NC(=O)c2cc(=O)c3ccccc3o2)cc1	1%	1	-4	-5	5%	1	-3	-4%	0.0%
CCOc1ccc(C(=O)N(Cc2sccc2C)C2CCS(=O)(=O)C2)cc1 (stereo not given)	/	8	1	-7	/	-1	-2	/	-1.2%
CCOC(=O)C1(CCOc2ccccc2)CCN(Cc2ccc(OCC)c(CO)c2)CC1	-7%	/	/	-2	0%	/	/	-2%	/

Record cards (already shown). Order of screens: Vif-APOBEC3F blk	D2 PAM	D1 PAM	LDHA block	Vif-APOBEC3G blk	D1 agonist	D1 antagonist	GRP78 ERSR act	RXFP1 ag
Listed for CCOC1=C/C(=C/c2c(N)n3nc(S(=O)(=O)CC)sc3nc2=O)C=CC1=O → ?	-12	2	-6	-6%	28	-13	7%	0.3%
Listed for O=C(c1c[nH]c2ccccc12)C(O)C(c1ccccc1)N1CCOCC1 (stereo not given) → 9%	14	-2	2	-4%	0	-20	-5%	1.8%
Listed for Cc1ccc(NC(=O)N2CCN(C)c3ncccc32)cc1C → 6%	-3	-1	-3	3%	1	6	-3%	-2.9%
